High-throughput results (PubChem BioAssay)
Runt-CBFb FRET = inhibitors of human RUNX1 Runt domain binding to CBFb; Cerulean-Runt/Venus-CBFb FRET ratio 530/480, 1 h; hit rate 0.46% among 220,000; inhibition, % at 20 µM;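 active means inhibition over about 50% at 20 µM in the single-dose screen, limit read from the data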;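 further: 0% = DMSO wells and 100% = excess unlabeled CBFb competitor control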
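Schedule: protein complex preformed 1 h, compound exposure 1 h, room temperature, dark; test system: Cerulean-labeled Runt domain protein; amount: 100 nM per protein; buffer or medium: Tris 50 mM pH 7.5, KCl, K2SO4, 0.01% BSA; read-out: loss of energy transfer signal; detection: FRET fluorescence; controls: 5 µM unlabeled CBFb as full-inhibition high control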
Tb hexokinase = T. brucei hexokinase 1 inhibition | recombinant TbHK1, G6PDH-coupled NADH A340 | inhibition, % at 10 µM | hit rate 0.11% among 220,000 | AID 1430;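 active means inhibition of 50% or more in the single-dose primary screen; inactive means inhibition below 50%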
RBBP9 inhibitor = human RBBP9 hydrolase inhibition; O75884; recombinant RBBP9, FP-Rh probe fluorescence polarization; inhibition, % at 7.94 µM; hit rate 0.2% among 220,000;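 active means inhibition above the campaign mean of all tested compounds plus 3 SD, cut at about 14% in these data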;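 further: plate controls were DMSO wells with RBBP9 for no effect and wells lacking RBBP9 protein for full effect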
Target sequence (O75884 whole entry, looked up): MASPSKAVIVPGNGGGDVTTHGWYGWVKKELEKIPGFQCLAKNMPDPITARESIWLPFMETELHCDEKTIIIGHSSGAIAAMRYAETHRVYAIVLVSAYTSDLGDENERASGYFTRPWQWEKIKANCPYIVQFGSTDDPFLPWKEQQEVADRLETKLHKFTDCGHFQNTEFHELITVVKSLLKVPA
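Test system – recombinant human RBBP9 · Input – RBBP9 2.5 µM in dispensing solution, pre-mixing · Medium – Tris buffer pH 8.0, NaCl, Pluronic · Schedule – preincubation 30 min plus labeling 45 min at 25 °C · Measured by – fluorescence polarization · Measure – % inhibition · Controls – DMSO and no-protein wells · Replicates – one well per compound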
Furin inhibitor = inhibitors of human furin; inhibition, % at 30 µM; purified furin, fluorogenic substrate cleavage; hit rate 0.061% among 220,000; P09958; AID 463115; in the data active means inhibition above about 25%; further: inactives centre near -15
Target sequence (P09958 108-714 limits assumed): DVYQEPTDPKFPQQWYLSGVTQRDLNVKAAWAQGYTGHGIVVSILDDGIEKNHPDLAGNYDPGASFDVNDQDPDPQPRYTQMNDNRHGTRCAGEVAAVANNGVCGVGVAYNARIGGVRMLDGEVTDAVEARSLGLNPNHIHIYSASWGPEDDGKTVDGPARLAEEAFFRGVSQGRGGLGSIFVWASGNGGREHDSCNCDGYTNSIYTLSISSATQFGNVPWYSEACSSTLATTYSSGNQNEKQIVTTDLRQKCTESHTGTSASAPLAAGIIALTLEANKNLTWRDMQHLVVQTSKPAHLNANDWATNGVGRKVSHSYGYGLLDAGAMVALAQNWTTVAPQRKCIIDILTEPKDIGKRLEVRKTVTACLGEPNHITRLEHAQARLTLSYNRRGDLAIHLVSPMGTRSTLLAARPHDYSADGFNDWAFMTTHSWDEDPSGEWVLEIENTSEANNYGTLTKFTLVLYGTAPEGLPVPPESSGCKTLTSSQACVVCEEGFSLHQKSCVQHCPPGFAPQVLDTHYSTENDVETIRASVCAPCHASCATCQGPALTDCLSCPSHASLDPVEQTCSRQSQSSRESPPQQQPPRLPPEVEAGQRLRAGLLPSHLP
p97 ATPase inh = blocks human p97 ATPase activity | recombinant p97 ATPase, Kinase-Glo ATP luminescence, 3 h | inhibition, % at 8 µM | hit rate 0.42% among 220,000 | P55072; in the data active means inhibition above about 15%;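 further: 0% = DMSO vehicle and 100% = wells lacking enzyme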
m-calpain inh = blocks pig calpain II enzyme activity; AID 1236; inhibition, % at 16 µM; purified calpain II, fluorogenic peptide substrate, 30 min; hit rate 0.37% among 220,000;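 active means inhibition above about 50%, limit read from the data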
Runt-SMMHC FRET = inhibitors of human RUNX1 Runt domain binding to CBFb-SMMHC; Q01196+Q13951; Cerulean-Runt/Venus-CBFb-SMMHC FRET ratio 530/480, 1 h; inhibition, % at 20 µM; hit rate 0.74% among 220,000; AID 1434;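 active means mean inhibition across duplicate retests at 20 µM reaching about 50%, limit read from the data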;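 further: 0% = DMSO wells and 100% = wells with excess untagged CBFb-SMMHC; inhibitors lower the FRET ratio by blocking Runt binding to CBFb-SMMHC; some results filed as inactive read as strong as hits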
p47phox inh = inhibitors of human p47phox binding; hit rate 0.53% among 220,000; inhibition, % at 24.7 µM; P14598; p47phox/p22phox peptide binding, fluorescence polarization, 2 h;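 active means inhibition above about 30%, limit read from the data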;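 further: 0% = p47phox with labelled peptide and 100% = labelled peptide alone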
EBV gp42 block = blocks Epstein-Barr virus glycoprotein 42 binding. Q1HVG2. Fluorescence polarization binding assay, mP read-out. inhibition, % (tested at 21.74 µM). hit rate 0.42% among 220,000. AID 1085; in the data active means inhibition above about 50%
Active calls of the source: *; . = not tested or not shown; [ ] = dose if it differs, or a comment.

EBV gp42 block,m-calpain inh,p97 ATPase inh,Runt-SMMHC FRET,p47phox inh,Furin inhibitor,Tb hexokinase,RBBP9 inhibitor,Runt-CBFb FRET,compound
-10,-5,2,0,2,-23,4,-14,2,OC(CNCc1ccccc1)COCc1ccc(Cl)cc1 (stereo not given)
-3,-17,3,3,1,-24,2,-8,1,Cn1nnc(C(O)CNCc2cccs2)n1 (stereo not given)
-4,12,-3,1,-3,-9,3,-4,1,Cc1[nH][nH]c(=O)c1C=Nc1ccc(C(F)(F)F)cc1
-21,5,-2,1,-9,-19[20 µM],2,-6,5,NS(=O)(=O)c1ccc(CCNC2CC(=O)N(Cc3ccccc3)C2=O)cc1 (stereo not given)
-7,-16,2,2,-8,-30,-27,-4,7,O=C1C2C3C=CC(CC3)C2C(=O)N1/N=C/c1ccc(O)c(O)c1 (stereo not given)
4,17,-2,-2,-9,-9[20 µM],-6,-2,1,CCCC(=O)Nc1ccc(C(=O)NCC2CCCO2)cc1 (stereo not given)
1,0,5,2,5,-16,-5,-6,1,Cc1ccc2[nH]c(=O)c(COC(=O)c3ccccn3)cc2c1
-7,-3,1,-4,-7,-11,-4,9,0,O=C(c1cc[n+]([O-])cc1)N1CCc2c([nH]c3ccccc23)C1c1ccccc1Cl (stereo not given)
-10,-6,1,2,-10,-13,-4,-11,4,CC(C)(CN1CCc2ccccc2C1)NS(=O)(=O)c1ccccc1
-5,0,2,9,-4,-3,1,-5,2,C/C(CC(=O)Nc1ccc(Cl)cc1)=N\NC(=O)C(=O)NCCO

Next section
EBV gp42 block,m-calpain inh,p97 ATPase inh,Runt-SMMHC FRET,p47phox inh,Furin inhibitor,Tb hexokinase,RBBP9 inhibitor,Runt-CBFb FRET,compound
-10,-17,4,1,-19,-9,-3,-8,3,Brc1csc2ncccc12
97*,-2,-2,-7,-15,-7,-12,-3,1,COC(=O)c1c(Cl)c2n3ccccc3c(C)c(-c3ccccc3)c-2c1C(=O)OC
-20,-15,5,-2,-16,-14,-6,-2,2,COC(=O)c1sccc1NC(=O)CC1C(=O)NCCN1C(=O)Nc1ccc(F)cc1F (stereo not given)
-5,16,3,5,-20,-15,9,2,-1,COc1ccc(Nc2cc(=O)n(C3CCCCC3)c(=O)[nH]2)c(OC)c1
.,.,0,0,.,-37,5,3,-1,N#Cc1nn(-c2ccccc2)nc1N1CCCCC1
-3,-2,1,4,-18,-18,-6,2,0,CCOC(=O)N1CCN(Cc2cc(=O)oc3ccc(Cl)cc23)CC1
-3,1,1,-1,-7,-21,3,5,2,CCn1c(SCC(=O)NCC2CCCO2)nnc1-c1ccc(S(=O)(=O)N2CCN(C)CC2)cc1 (stereo not given)
-15,0,-3,1,-14,-6,-15,-9,-1,CCn1c(SCC(=O)NC2CCCCC2)nc2c(c1=O)SC(C)C2 (stereo not given)
-13,-54,.,-4,-33,-16,-11,.,-2,NC(=O)[C@@H]1CC2(CC(c3cccc(NC(=O)CC(c4ccccc4)c4ccccc4)c3)=NO2)CN1C(=O)c1ccc(Cl)cc1 (stereo not given in full)
1,20,4,-59,-17,-11[20 µM],-8,4,0,O=S(=O)(c1cccc2ccccc12)n1nnc2ccccc21

Reformatted: results already given
SMILES	EBV gp42 block	m-calpain inh	p97 ATPase inh	Runt-SMMHC FRET	p47phox inh	Furin inhibitor	Tb hexokinase	RBBP9 inhibitor	Runt-CBFb FRET
CCOC(=O)N1CCN(Cc2cc(=O)oc3ccc(Cl)cc23)CC1	-3	-2	1	4	-18	-18	-6	2	0
NC(=O)[C@@H]1CC2(CC(c3cccc(NC(=O)CC(c4ccccc4)c4ccccc4)c3)=NO2)CN1C(=O)c1ccc(Cl)cc1 (stereo not given in full)	-13	-54	.	-4	-33	-16	-11	.	-2
COC(=O)c1c(Cl)c2n3ccccc3c(C)c(-c3ccccc3)c-2c1C(=O)OC	97*	-2	-2	-7	-15	-7	-12	-3	1
O=S(=O)(c1cccc2ccccc12)n1nnc2ccccc21	1	20	4	-59	-17	-11[20 µM]	-8	4	0
COc1ccc(Nc2cc(=O)n(C3CCCCC3)c(=O)[nH]2)c(OC)c1	-5	16	3	5	-20	-15	9	2	-1

New compounds follow:
EBV gp42 block,m-calpain inh,p97 ATPase inh,Runt-SMMHC FRET,p47phox inh,Furin inhibitor,Tb hexokinase,RBBP9 inhibitor,Runt-CBFb FRET,compound
-9,-20,5,1,-6,-8,-5,-6,-1,CCOC(=O)C1=NOC(C(=O)NN(C)c2ncc(C(F)(F)F)cc2Cl)C1 (stereo not given)
-6,-32,3,0,.,-23,-7,0,-1,C#CCNC(=O)C1=C[C@H](c2ccc(C(F)(F)F)cc2)C[C@H](OCCCCO)O1
-4,-177,-1,2,-6,-37[20 µM],-12,-4,0,Fc1ccc(Cn2ccc(-c3cnc(-c4ccccc4)s3)n2)cc1
0,-10,1,2,-16,-30,-5,-4,1,Cc1ccc(-n2c(=O)cc(N3CCN(Cc4ccccc4)CC3)[nH]c2=O)cc1
-10,-10,4,1,-4,-14,-8,7,-1,O=C(O)c1cccc(S(=O)(=O)Nc2ccccc2-c2ccccc2)c1
-7,22,1,2,-14,-23,-10,5,-1,CC(C)CCN(C(=S)Nc1cccc(C(F)(F)F)c1)C(C)c1ccccn1 (stereo not given)
-10,-83,-3,-12,-9,-16,-12,-2,-2,COc1cc([N+](=O)[O-])cc(/C=N/NC(=O)C(C)Nc2cccc3ccccc23)c1O (stereo not given)
-22,-52,4,-2,-33,-14,-13,-3,3,N#C/C(=C\c1cn(CC(=O)N2CCCC2)c2ccccc12)C(=O)NCc1ccc2c(c1)OCO2
7,-38,1,2,-1,-30,-2,3,-2,O=C(NCC1CCCO1)c1ccc2c(=O)n(CCc3ccccc3)c(=O)[nH]c2c1 (stereo not given)
-3,-9,4,-3,-7,-25,-2,-3,3,CNC(=S)NCCc1ccc(OC)cc1

The closing 6 compounds of the section above open the next one.
EBV gp42 block,m-calpain inh,p97 ATPase inh,Runt-SMMHC FRET,p47phox inh,Furin inhibitor,Tb hexokinase,RBBP9 inhibitor,Runt-CBFb FRET,compound
-10,-10,4,1,-4,-14,-8,7,-1,O=C(O)c1cccc(S(=O)(=O)Nc2ccccc2-c2ccccc2)c1
-7,22,1,2,-14,-23,-10,5,-1,CC(C)CCN(C(=S)Nc1cccc(C(F)(F)F)c1)C(C)c1ccccn1 (stereo not given)
-10,-83,-3,-12,-9,-16,-12,-2,-2,COc1cc([N+](=O)[O-])cc(/C=N/NC(=O)C(C)Nc2cccc3ccccc23)c1O (stereo not given)
-22,-52,4,-2,-33,-14,-13,-3,3,N#C/C(=C\c1cn(CC(=O)N2CCCC2)c2ccccc12)C(=O)NCc1ccc2c(c1)OCO2
7,-38,1,2,-1,-30,-2,3,-2,O=C(NCC1CCCO1)c1ccc2c(=O)n(CCc3ccccc3)c(=O)[nH]c2c1 (stereo not given)
-3,-9,4,-3,-7,-25,-2,-3,3,CNC(=S)NCCc1ccc(OC)cc1
4,-8,1,-4,-4,-7,-3,-2,-2,O=C(NN=C1c2ccccc2-c2ccccc21)c1cccc(Br)c1
-11,-16,4,-1,-73,-18,1,-6,2,COc1ccc(N2CCN(Cc3nc4scc(-c5cccs5)c4c(=O)[nH]3)CC2)cc1
-4,17,0,1,.,-17,-1,-6,-2,CCCn1nnnc1NCc1ccc(Cl)cc1Cl
-7,4,6,2,-1,-20,-6,-6,1,O=C(COc1cccnc1[N+](=O)[O-])NCc1cccs1
-6,-54,2,-4,-8,-25,10,-5,-2,C=CCN(C(=O)CCC(=O)Nc1cc(C)on1)C(C(=O)NC(C)(C)C)c1cccc(OC)c1OC (stereo not given)
-3,16,2,0,.,-31,-18,3,0,CCc1cc2ccc(OC)cc2nc1SCC(=O)NNC(=O)c1ccco1
-4,0,5,1,-5,-12,-13,3,0,Cn1c(=O)c2c(SCC(=O)NCCc3ccccc3)nc(C3CC3)nc2n(C)c1=O
-13,-8,-51,-2,-7,-28,2,-7,2,N/C(=N\OC(=O)c1ccccc1)c1ccccn1
-1,12,3,-2,-7,-13,-24,-5,2,CCOC(=O)C1CCN(c2c(N3CCCCCC3)c(=O)c2=O)CC1
-21,11,-1,-3,-5,-9[20 µM],2,-7,-1,Cc1ccc(C)c(NC(=O)c2ccc[n+](Cc3ccc([N+](=O)[O-])cc3)c2)c1

The list goes on.
EBV gp42 block,m-calpain inh,p97 ATPase inh,Runt-SMMHC FRET,p47phox inh,Furin inhibitor,Tb hexokinase,RBBP9 inhibitor,Runt-CBFb FRET,compound
-18,13,6,-4,-6,-5[20 µM],-2,0,.,CC(=O)CC1(O)C(=O)N(Cc2ccccc2)c2ccccc21 (stereo not given)
-22,-44,6,-2,-14,-13,-7,-2,-2,COc1ccc(CC(=O)OCC(=O)Nc2c(C)n(C)n(-c3ccccc3)c2=O)cc1
-9,-3,3,-1,-7,-30,-10,-3,0,COc1ccc(NC(=O)c2ccc(S(=O)(=O)N(C)C)cc2)cc1
-4,22,-1,4,2,-17,3,-2,0,Cc1ccc(NC(=O)c2ccc(Cl)cc2[N+](=O)[O-])nc1
-17,9,0,0,-9,-14,-7,-6,2,COC(=O)c1ccc(COc2ccccc2[N+](=O)[O-])o1
-30,-44,4,-35,-56,-12,-39,-3,-26,N#CCn1cc(/C=N/NC(=O)c2cc3c(ccc4ccccc43)o2)c2ccccc21
1,-34,6,21,5,-23,3,-10,39,Cc1nn2c(=S)[nH]nc2[nH]c1=O
-2,-13,-2,-1,-1,-10,-4,-10,0,CCN(CC)S(=O)(=O)c1ccc(Cl)c(NC2=NCCCCC2)c1
-3,-71,7,-6,-12,-12[20 µM],0,-8,6,CCCCCCNC(=O)Cc1c(O)c2ccccc2[nH]c1=O
-6,-40,-1,4,-1,-9,-15,-3,1,Cc1cc2nnc(SCC(=O)Nc3cccc(S(=O)(=O)N4CCOCC4)c3)n2c2ccccc12
3,11,6,1,11,-20,3,-3,0,Cc1[nH]c(=S)[nH]c(=O)c1CCOc1ccccc1
-10,12,-1,0,-4,-16,-1,-8,2,CCCCn1cnc(C(=O)OCC)c1N

Hits appear at their usual frequency. About 2.7% of those tested had a hit in this group.
